Screening data from PubChem.
m-calpain inh – blocks pig calpain II enzyme activity; 0.37% of 220,000 active; AID 1236; purified calpain II, fluorogenic peptide substrate, 30 min; inhibition, % at 16 µM;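 active = inhibition above about 50%, limit read from the data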
S1P4 agonist – agonists of human S1P4 receptor; O95977; S1P4-expressing cell line, agonist reporter assay; activation, % at 4.98 µM; 0.35% of 220,000 active; in the data active = activation above about 11%;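 note: 0% = DMSO vehicle and 100% = reference agonist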
Target sequence (O95977 whole entry, looked up): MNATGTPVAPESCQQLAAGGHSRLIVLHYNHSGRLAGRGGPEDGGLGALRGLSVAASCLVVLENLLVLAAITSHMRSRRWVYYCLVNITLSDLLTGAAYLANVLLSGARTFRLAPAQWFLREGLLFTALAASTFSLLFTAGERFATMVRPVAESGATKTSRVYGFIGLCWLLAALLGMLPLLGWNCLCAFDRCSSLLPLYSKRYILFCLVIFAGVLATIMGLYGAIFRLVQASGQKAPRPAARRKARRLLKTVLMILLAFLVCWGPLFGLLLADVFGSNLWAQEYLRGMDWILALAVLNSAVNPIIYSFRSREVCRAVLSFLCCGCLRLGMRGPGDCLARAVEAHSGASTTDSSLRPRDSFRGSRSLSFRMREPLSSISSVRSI
BaF3 parental – counter-screen for JAK2V617F inhibitors: parental Ba/F3 viability inhibitors; CellTiter-Glo ATP luminescence; inhibition, % at 5.6 µM; 1.1% of 220,000 active;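 active = inhibition above a per-campaign cutoff, the mean inhibition of all tested compounds plus 3 SD, cut at about 27% in these data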;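 note: 0% = DMSO wells and 100% = JAK Inhibitor I control wells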
TRPML3 ag – activates the human TRPML3 channel. AID 1448. HEK293 TRPML3-YFP, Fluo-8 calcium fluorescence; 100% = the carbachol control signal. 0.29% of 220,000 active. Q8TDD5. activation, % at 3 µM;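 active = activation above its plate's cutoff, the mean activation of the plate's test wells plus 3 SD, cut at about 12% in these data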;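 note: 0% = DMSO only wells and 100% = carbachol wells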
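Test system – HEK293 line with stable expression of human TRPML3-YFP channel · Control set – carbachol 87 µM final as high control (100%), DMSO as low control (0%) · Signal – Fluo-8 calcium dye fluorescence, ex 470-495, em 515-575 nm · Incubation – 1-h 37 °C dye load, 5-s basal, 120-s post-compound reads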
EP2 mod – modulators of human EP2 prostaglandin E2 receptor | P43116 | EP2-expressing cells, cAMP HTRF FRET, PGE2 co-stimulation | induction, % at 25 µM | 0.83% of 260,000 active;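 active = compounds whose cAMP rise, as percent of the full-agonist control response, exceeds 60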;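 note: rat C6 glioma line stably carrying human EP2 under a CMV promoter; the protocol text gives 20 µM as final concentration; 100% = response of wells given 1 µM PGE2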
Target sequence (P43116 whole entry, looked up): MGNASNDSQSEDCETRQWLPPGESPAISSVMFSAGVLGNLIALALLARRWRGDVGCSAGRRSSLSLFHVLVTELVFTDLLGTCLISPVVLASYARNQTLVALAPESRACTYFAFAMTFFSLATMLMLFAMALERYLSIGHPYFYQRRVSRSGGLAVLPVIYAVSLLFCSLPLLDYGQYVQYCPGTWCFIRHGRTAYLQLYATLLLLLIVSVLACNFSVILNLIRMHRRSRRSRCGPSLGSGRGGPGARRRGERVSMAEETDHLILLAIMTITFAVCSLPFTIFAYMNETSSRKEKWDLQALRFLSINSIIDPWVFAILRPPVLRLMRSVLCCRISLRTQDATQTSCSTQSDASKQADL
S1P4 antagonist – antagonists of human S1P4 receptor. O95977. S1P4-expressing cells, antagonist mode, reporter read-out. inhibition, % at 4.98 µM. 0.26% of 220,000 active. AID 1510; in the data active = inhibition above about 29%;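 note: 0% = wells stimulated with agonist and 100% = vehicle wells without agonist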
PERK inh – human PERK inhibition, primary cell-based screen; CHO PERK-DD fusion, SEAP luminescence translation reporter; 0.17% of 220,000 active; inhibition, % at 5.6 µM;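 active = inhibition above the mean inhibition of all tested compounds plus 3 SD, set separately per screening campaign, cut at about 2.9% in these data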;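 note: PERK kinase domain activated by AP20187 dimerizer at 100 nM; 0% = DMSO with dimerizer and 100% = rapamycin at 8.4 µM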
Ba/F3 V617F tox – reduce viability of Ba/F3 cells dependent on JAK2V617F. Ba/F3 EpoR-JAK2V617F viability, ATP luminescence. inhibition, % at 5.6 µM. 1.1% of 220,000 active. AID 1446;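 active = inhibition above the campaign mean plus 3 SD over all tested compounds, cut at about 24% in these data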;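 note: cytokine-independent growth of Ba/F3 cells driven by EpoR plus mutant JAK2; 0% = DMSO-treated cells and 100% = JAK inhibitor I control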
zfTRPN1 agonist – activates the zebrafish TRPN1 channel; HEK293 zebrafish TRPN1-YFP, Fluo-8 calcium fluorescence; 100% = response to 87 µM carbachol; activation, % at 3 µM; 0.18% of 220,000 active; AID 1424;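 active = activation above its plate's cutoff, the mean activation of test wells on that plate plus 3 SD, cut at about 19% in these data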;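 note: 0% = DMSO alone and 100% = 87 µM carbachol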
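Material: zebrafish TRPN1-YFP in HEK293 cells. Doses: one dose of 3 µM, 0.3% DMSO. Incubation: dye 1 h 37 °C plus 30 min RT. Measured by: intracellular calcium fluorescence with Fluo-8.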
Starred values were filed as active, the others as inactive.

| # | mol | m-calpain inh | S1P4 agonist | BaF3 parental | TRPML3 ag | EP2 mod | S1P4 antagonist | PERK inh | Ba/F3 V617F tox | zfTRPN1 agonist |
| --- | --- | --- | --- | --- | --- | --- | --- | --- | --- | --- |
| 1 | CCCC(=O)Nc1cc(C(=O)O)ccc1S(=O)(=O)c1ccc(Cl)cc1 | 2 | 5.2 | 4 | 1.1 | 24 | 2 | 0.6 | -1 | -0.7 |
| 2 | CCc1ccc(NC(=O)Cn2nnc(-c3ccc(C)cc3-n3cnnn3)n2)cc1 | -4 | -0.5 | -9 | -0.3 | 5 | -27 | 0.3 | -1 | 2.4 |
| 3 | CCC(C)(C(=O)NC1CCCC1)N(C(=O)Cc1cccs1)c1c(C)n(C)n(-c2ccccc2)c1=O (stereo not given) | 7 | -1.3 | 5 | 0.9 | 13 | -3 | 0.3 | 0 | 0.4 |
| 4 | CC(C(=O)OCc1nnc(-c2ccccc2)o1)N1C(=O)C2CCCCC2C1=O (stereo not given) | -1 | -1.6 | 6 | 0.3 | -76 | -12 | -0.6 | 1 | 1.2 |
| 5 | CC1(C)CC(=O)C(C(C2=C(O)CC(C)(C)CC2=O)c2cccnc2)C(=O)C1 (stereo not given) | -17 | 0.9 | 1 | 0.8 | 19 | -16 | 0.3 | -3 | 0.1 |
| 6 | c1ccc2c(c1)Nc1ccncc1S2 | -10 | 2.1 | 0 | 0.1 | -34 | -15 | 1.3 | -1 | 0.8 |
| 7 | COc1ccc(OC)c(S(=O)(=O)N2CCC(C(=O)N3CCN(Cc4ccccc4)CC3)CC2)c1 | 4 | 1.3 | 5 | 1.1 | 0 | -32 | -0.7 | 4 | -0.2 |
| 8 | Cc1ccc(NC(=S)Nc2cc(-c3ccccc3)[nH]n2)cc1Cl | -41 | -0.4 | 6 | 0.7 | -50 | -16 | 1.5 | -4 | 1.1 |
| 9 | COc1ccc(-c2nc3ccccc3n2CCC(C)C)cc1OC | -2 | -2.5 | 4 | -0.6 | 54 | 7 | -0.9 | -4 | -0.8 |
| 10 | CCC(=O)N(CCC(c1ccccc1)c1ccco1)Cc1cccs1 (stereo not given) | 3 | -1.2 | 1 | -1.4 | 46 | -4 | -0.6 | 3 | -3.1 |
| 11 | COCCCN(C(=S)NC(=O)C(C)(C)C)c1c(N)n(Cc2ccccc2)c(=O)[nH]c1=O | -6 | 1.6 | 1 | 0.0 | -11 | 2 | 0.3 | 2 | 0.0 |
| 12 | O=C(O)c1ccc(S(=O)(=O)Cc2ccccc2)cc1 | -14 | -2.0 | 3 | 0.6 | 23 | -1 | 2.2 | -2 | 0.3 |
| 13 | Cc1ccc(F)cc1NC(=O)Cc1ncc(C(F)(F)F)cc1Cl | -14 | -3.2 | 5 | 0.7 | 34 | -23 | -0.8 | 7 | 0.1 |
| 14 | COc1ccc(Nc2nccc(OC)c2C#N)cc1 | -20 | 0.3 | 1 | 0.5 | 6 | -11 | 0.7 | -2 | 1.4 |
| 15 | CCOC(=O)c1c(N=CN(C)C)c2cc([N+](=O)[O-])cnc2n1C | 5 | 1.4 | -2 | 0.0 | 20 | -8 | -0.8 | 2 | 0.2 |
| 16 | NC(=O)COc1ccc(Nc2nnc(-c3ccc(O)cc3)c3ccccc23)cc1 | -10 | 2.4 | 0 | 0.1 | -11 | 1 | 1.4 | 0 | 1.5 |
| 17 | O=C(Nc1ccc2c(c1)ncn2C1CCCCC1)c1ccco1 | -30 | 1.9 | 0 | 2.2 | -2 | -2 | 0.7 | -1 | 2.1 |
| 18 | Brc1ccc(NCc2nnc3n2CCCCC3)cc1 | 0 | 0.8 | 1 | 0.7 | 10 | -14 | -1.7 | -1 | 1.7 |
| 19 | Cc1ccc(S(=O)(=O)NC2(C(F)(F)F)NC(=O)N(CCc3ccccc3)C2=O)cc1 (stereo not given) | -4 | -0.1 | 3 | 0.1 | 32 | -8 | -0.2 | 2 | -0.6 |
| 20 | CC(C)C(NC(=O)c1cccs1)c1nnc(SCC(=O)Nc2nccs2)n1C (stereo not given) | -33 | -0.7 | 5 | 0.7 | 13 | -14 | 0.3 | 0 | 0.4 |

Overlap with the part before: 5 entries; new compounds follow.
| # | mol | m-calpain inh | S1P4 agonist | BaF3 parental | TRPML3 ag | EP2 mod | S1P4 antagonist | PERK inh | Ba/F3 V617F tox | zfTRPN1 agonist |
| --- | --- | --- | --- | --- | --- | --- | --- | --- | --- | --- |
| 16 | NC(=O)COc1ccc(Nc2nnc(-c3ccc(O)cc3)c3ccccc23)cc1 | -10 | 2.4 | 0 | 0.1 | -11 | 1 | 1.4 | 0 | 1.5 |
| 17 | O=C(Nc1ccc2c(c1)ncn2C1CCCCC1)c1ccco1 | -30 | 1.9 | 0 | 2.2 | -2 | -2 | 0.7 | -1 | 2.1 |
| 18 | Brc1ccc(NCc2nnc3n2CCCCC3)cc1 | 0 | 0.8 | 1 | 0.7 | 10 | -14 | -1.7 | -1 | 1.7 |
| 19 | Cc1ccc(S(=O)(=O)NC2(C(F)(F)F)NC(=O)N(CCc3ccccc3)C2=O)cc1 (stereo not given) | -4 | -0.1 | 3 | 0.1 | 32 | -8 | -0.2 | 2 | -0.6 |
| 20 | CC(C)C(NC(=O)c1cccs1)c1nnc(SCC(=O)Nc2nccs2)n1C (stereo not given) | -33 | -0.7 | 5 | 0.7 | 13 | -14 | 0.3 | 0 | 0.4 |
| 21 | COc1ccc(CN2CCC(CNC(=O)NC3CCCCC3)CC2)cc1 | 1 | 1.3 | 5 | 1.6 | -12 | -18 | -0.7 | 0 | 0.5 |
| 22 | OCCNCc1ccc(OC2CCCC2)cc1 | 10 | 0.1 | 9 | -0.3 | -9 | -8 | -0.9 | 2 | 1.6 |
| 23 | Cc1cccn2c(CN[C@H]3CCCCNC3=O)c(C(=O)N3CCOCC3)nc12 | 5 | 0.9 | 5 | 0.2 | -2 | -15 | 0.1 | 7 | 1.1 |
| 24 | Cc1nn(Cc2ccc(Cl)cc2)c(=O)n1N(C)c1ncc(C(F)(F)F)cc1Cl | 3 | 1.9 | 3 | 1.7 | 22 | -10 | -0.2 | -1 | 0.3 |
| 25 | O=c1c2cn[nH]c2[nH]c(=S)n1-c1ccccc1 | 7 | -1.4 | 1 | 0.7 | 26 | -9 | 1.2 | 0 | 0.1 |
| 26 | Cc1cccc(C)c1N1C(=O)CC(N2CCSCC2)C1=O (stereo not given) | -1 | 0.2 | -2 | 0.0 | -6 | 3 | -1.1 | 1 | -0.7 |
| 27 | CCOc1ccc(C2c3cc(OC)c(OC)cc3CC(=O)N2c2ccc(OC)cc2)cc1 (stereo not given) | 9 | 1.2 | 3 | -0.6 | 18 | -8 | -1.4 | 0 | -1.0 |
| 28 | CCOC(=O)C1CCCN(S(=O)(=O)c2ccc(S(=O)(=O)N(CC)CC)cc2)C1 (stereo not given) | 14 | -0.3 | 69* | 11 | -30 | 12 | -0.6 | 52* | 10 |
| 29 | COC(=O)c1ccc(Oc2c(C)oc3cc(OCc4cnn(-c5ccccc5)c4)ccc3c2=O)cc1 | 3 | 0.0 | 2 | 0.0 | 43 | 3 | 1.3 | 0 | 0.7 |
| 30 | CN1CCN(S(=O)(=O)c2ccc(NCc3ccc4c(c3)OCO4)nc2)CC1 | -19 | -1.4 | -2 | 1.2 | 2 | 6 | -1.0 | -3 | 0.4 |
| 31 | COc1ccccc1CCc1nnc(CCC(=O)NC(C)Cc2cccs2)o1 (stereo not given) | -36 | -0.5 | 3 | -0.4 | 40 | -26 | 1.0 | -4 | -1.0 |
| 32 | Cc1cc(C)n2nc(S(=O)(=O)N(C)Cc3ccccc3)nc2n1 | -43 | 0.9 | 2 | -0.3 | 13 | 9 | 1.1 | -1 | 0.2 |
| 33 | Cc1nn(-c2ccccc2)c(C)c1C(=O)Nc1nnc(-c2ccco2)o1 | -7 | 1.1 | 3 | 0.0 | 23 | -2 | -0.1 | 0 | -1.1 |
| 34 | COc1ccc(Cl)cc1S(=O)(=O)NC1CC(C)(C)NC(C)(C)C1 | 11 | 0.8 | -1 | 1.2 | -15 | -8 | 0.1 | -4 | 0.6 |
| 35 | Cc1c(NC(=S)NC(=O)COc2ccccc2)c(=O)n(-c2ccccc2)n1C | 19 | -0.9 | 5 | 0.6 | 6 | 2 | 0.6 | -3 | 1.0 |
| 36 | CC(=O)NC(Cc1ccc(F)c(F)c1)C(=O)NC1CCN(C(=O)c2ccc(C)cc2)CC1 (stereo not given) | -10 | 4.3 | 1 | -0.3 | 13 | -8 | 0.1 | -4 | 0.8 |
| 37 | COc1ccc(-c2cc3nc(C)n(N)c(=O)c3s2)cc1 | -188 | 2.9 | 26 | 0.3 | -14 | -6 | -0.3 | 41* | 0.9 |
| 38 | O=C(N/C(=C/c1ccco1)C(=O)N1CCCC1)c1cccs1 | 2 | 1.8 | -1 | -0.2 | -13 | 2 | -0.4 | -1 | 0.7 |
| 39 | COc1cccc(NC(=O)c2ccc(NCCCN3CCC(C)CC3)c([N+](=O)[O-])c2)c1 | -2 | 0.0 | 2 | 0.5 | -29 | 3 | 0.8 | 1 | -0.6 |
| 40 | CC(C)CCNC(=O)NC(=O)COC(=O)/C=C/c1cccc([N+](=O)[O-])c1 | 20 | -0.9 | 6 | 0.6 | -32 | 10 | 0.6 | -1 | -0.4 |

Other entries follow.
| # | mol | m-calpain inh | S1P4 agonist | BaF3 parental | TRPML3 ag | EP2 mod | S1P4 antagonist | PERK inh | Ba/F3 V617F tox | zfTRPN1 agonist |
| --- | --- | --- | --- | --- | --- | --- | --- | --- | --- | --- |
| 41 | CC(C)COP(=O)(c1ccc(N(C)C)cc1)C(O)c1ccccn1 (stereo not given) | 8 | -1.3 | -3 | 0.1 | 38 | 6 | 1.0 | -4 | 2.1 |
| 42 | Cc1cc(C)cc(Oc2ccccc2C=O)c1 | -7 | -1.2 | -3 | 0.3 | 50 | -8 | 0.8 | -6 | 0.1 |
| 43 | O=C(Nc1ccc(N2CCCC2)cc1)C(Cl)c1ccccc1 (stereo not given) | -48 | -0.9 | 5 | 1.5 | 7 | -12 | 0.5 | 0 | 0.1 |
| 44 | CSc1cccc(NC(=S)N(Cc2ccc(C)cc2)Cc2ccccn2)c1 | -2 | 1.1 | 2 | 0.5 | 6 | -7 | 0.1 | 1 | -2.5 |
| 45 | CCOC(=O)/C(N=Nc1ccc(C(=O)O)cc1[N+](=O)[O-])=C(\C)O | 4 | 1.2 | 5 | 0.2 | 10 | -3 | 1.7 | 0 | 0.1 |
| 46 | COc1cc(C(=O)Nc2ccc(S(=O)(=O)N3CCOCC3)cc2)c([N+](=O)[O-])cc1OC | 17 | 0.2 | 10 | 0.3 | -11 | -3 | 0.2 | 6 | -0.4 |
| 47 | O=C(CCOc1ccccc1)Nc1ccccc1 | 28 | 0.4 | 0 | -0.1 | -6 | 6 | 1.0 | -1 | -0.4 |
| 48 | Cc1ccc(-c2nc3ncccn3c2Nc2ccccc2C)o1 | 17 | 2.6 | 7 | 0.0 | -32 | -6 | 0.0 | 1 | -0.9 |
| 49 | CC(C)(C)NC(=O)CN(Cc1cccs1)C(=O)CNS(=O)(=O)c1ccccc1 | 14 | 1.0 | 1 | 0.2 | -3 | 0 | 0.1 | -7 | 0.1 |
| 50 | Cc1ccc(C)c2[nH]c(=O)c(CN(CC3CCCO3)C(=O)NC3CCCCC3)cc12 (stereo not given) | -20 | 1.7 | 3 | 0.2 | 41 | -8 | -0.6 | 1 | -0.7 |
| 51 | COc1ccc(OCCSc2nnnn2C2CCCCC2)cc1 | -23 | 1.1 | 3 | -0.7 | -7 | 4 | 0.9 | -1 | -0.9 |
